M1 ag parental: counter-screen for M1 agonists: effect in parental CHO-K1 cells. Fluo-8 calcium fluorescence; scaled to maximal ATP response, vehicle zero. activation, % at 3 µM. hit rate 0.48% among 360,000. AID 602248, 2012; in the data active = activation above about 15%;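 also: untransfected CHO-K1 host cells lacking M1 receptor as counterscreen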
M1 ag: human M1 muscarinic receptor agonists, primary screen, Fluo-8 calcium fluorescence, CHO-K1 cells, HTS. CHO-K1 hM1, agonist mode; 0% DMSO, 100% acetylcholine EC100. hit rate 0.33% among 360,000. Muscarinic acetylcholine receptor M1 (Homo sapiens), P11229. activation, % at 3 µM;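 active = activation above the run's mean compound activation plus 3 SD, cut at about 16% in these data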;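 also: peak over basal fluorescence ratio within a 140 s kinetic read after compound addition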
Target sequence (P11229 whole entry, looked up): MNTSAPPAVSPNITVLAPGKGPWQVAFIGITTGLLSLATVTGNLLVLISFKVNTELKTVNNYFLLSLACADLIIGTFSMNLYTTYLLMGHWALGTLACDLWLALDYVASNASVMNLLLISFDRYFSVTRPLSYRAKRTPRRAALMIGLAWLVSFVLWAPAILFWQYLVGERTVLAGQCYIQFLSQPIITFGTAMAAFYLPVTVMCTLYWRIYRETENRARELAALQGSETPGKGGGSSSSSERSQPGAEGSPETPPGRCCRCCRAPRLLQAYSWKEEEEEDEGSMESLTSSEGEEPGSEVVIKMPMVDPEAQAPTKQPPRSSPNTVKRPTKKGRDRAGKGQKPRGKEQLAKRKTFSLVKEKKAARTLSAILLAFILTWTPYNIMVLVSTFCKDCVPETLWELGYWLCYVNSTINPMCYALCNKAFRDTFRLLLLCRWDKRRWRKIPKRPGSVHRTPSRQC
OXTR potentiator: human OXTR potentiators, primary screen, fluorescence, CHO-OTR cells, Fluo-8 calcium. Fluo-8 calcium fluorescence, potentiator mode; 0% = oxytocin EC15, 100% = EC100. activation, % at 3 µM. hit rate 0.061% among 320,000;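 active = activation above that plate's cutoff, the mean activation of tested compounds plus 3 SD, cut at about 6.6% in these data, passing the limit was not always enough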;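 also: 100% uses oxytocin at 75 nM as the full agonist control; some results filed as inactive read as strong as hits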
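Dosing: Single dose, 3.0 µM nominal final compound concentration | Material: Human OTR in CHO cells | Technique: Kinetic Fluo-8 calcium fluorescence | Benchmarks: EC15 oxytocin alone as 0%, 75 nM oxytocin as 100% | Probe or stimulus: Oxytocin at about EC15, sub-maximal agonist stimulus | Incubation: Compound 6 min at room temperature before oxytocin, 100 s read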
CHRM4 antagonist: human M4 muscarinic receptor antagonists, primary screen, CHO cells, Fluo-8 calcium fluorescence | Muscarinic acetylcholine receptor M4 (Homo sapiens), P08173 | CHO-hM4 cells, ACh EC80 | inhibition, % at 3 µM | hit rate 0.73% among 360,000 | AID 624125, 2012;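 active = inhibition above its plate's cutoff, the mean inhibition of sample wells plus 3 SD, cut at about 27% in these data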;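 also: 0% = acetylcholine EC80 with DMSO and 100% = DMSO without agonist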
Target sequence (P08173 whole entry, looked up): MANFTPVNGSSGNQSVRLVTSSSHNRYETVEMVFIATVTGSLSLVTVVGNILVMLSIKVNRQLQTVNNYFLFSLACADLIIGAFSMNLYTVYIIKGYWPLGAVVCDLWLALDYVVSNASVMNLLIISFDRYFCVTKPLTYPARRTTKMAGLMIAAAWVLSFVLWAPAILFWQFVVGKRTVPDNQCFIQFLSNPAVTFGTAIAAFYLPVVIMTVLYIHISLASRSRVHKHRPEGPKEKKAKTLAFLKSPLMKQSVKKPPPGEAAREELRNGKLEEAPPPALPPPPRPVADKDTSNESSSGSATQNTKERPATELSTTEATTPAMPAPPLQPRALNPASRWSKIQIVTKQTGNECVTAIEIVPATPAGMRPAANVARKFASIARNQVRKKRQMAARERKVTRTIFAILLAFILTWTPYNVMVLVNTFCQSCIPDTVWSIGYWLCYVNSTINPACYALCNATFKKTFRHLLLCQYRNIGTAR
CHRM1 antagonist: human M1 muscarinic receptor antagonists, primary screen, CHO-K1 cells, Fluo-8 calcium fluorescence, 1536-well | Muscarinic acetylcholine receptor M1 (Homo sapiens), P11229 | CHO-K1 hM1, ACh EC80 antagonist | inhibition, % at 3 µM | hit rate 1.3% among 360,000 | AID 588852, 2011;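 active = percent inhibition above its own plate's cutoff, namely the mean of that plate's compound wells plus 3 SD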;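 also: peak over basal fluorescence ratio during 140 s after agonist addition; 0% = ACh EC80 plus DMSO and 100% = DMSO alone without agonist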
CHRM4 agonist: human M4 muscarinic receptor agonists, primary screen, CHO-K1 cells, Fluo-8 calcium fluorescence. Muscarinic acetylcholine receptor M4 (Homo sapiens), P08173. activation, % at 3 µM. AID 624127, 2012. hit rate 0.14% among 360,000. CHO-K1 hM4/Gqi5; vehicle 0%, full acetylcholine response 100%;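 active = activation above the run mean over all test wells plus 3 SD, cut at about 32% in these data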;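 also: peak over basal fluorescence ratio per well then scaled between controls; 0% = DMSO wells and 100% = acetylcholine at EC100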
CHO-K1 Ca antag: nonselective inhibitor or artifact in parental CHO-K1 cells; ATP-induced calcium, Fluo-8 fluorescence; hit rate 0.6% among 360,000; AID 602250; inhibition, % at 3 µM;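 active = inhibition above a per-plate cutoff, the plate's mean sample inhibition plus 3 SD, cut at about 24% in these data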;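 also: 0% = DMSO plus EC80 ATP and 100% = DMSO alone without ATP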
M1 PAM: human M1 muscarinic receptor positive allosteric modulators, primary screen, CHO-K1 cells, Fluo-8 calcium fluorescence, 1536-well. Muscarinic acetylcholine receptor M1 (Homo sapiens), P11229. CHO-K1 hM1, ACh EC20; 0% = ACh EC20, 100% = maximal ACh. activation, % at 3 µM. hit rate 0.088% among 360,000. AID 588819, 2011; in the data active = activation above about 19%, passing the limit was not always enough
CHO parental Ca: ATP-evoked calcium signal inhibitors, parental CHO, primary screen, counter-screen for OX1R antagonist project, cell-based, fluorescence, Fluo-8 calcium dye | parental CHO-K1, ATP-induced calcium, Fluo-8 fluorescence | inhibition, % at 5.6 µM | hit rate 0.63% among 330,000 | AID 463079, 2010;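 active = inhibition above that plate's mean sample inhibition plus 3 SD, cut at about 26% in these data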;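 also: 0% = ATP-challenged DMSO wells and 100% = DMSO wells without ATP; some compounds past the cut are filed as inactive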
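Assay system – parental CHO cells · Reagent – ATP stimulus · Detection – intracellular calcium via Fluo-8 no-wash fluorescent dye · Evaluation – percent inhibition of ATP-evoked calcium rise, normalized to controls · Controls – ATP wells versus no-ATP DMSO wells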
Active calls of the source: *.

O=C(CSc1ccc(-c2cccc([N+](=O)[O-])c2)nn1)NCc1ccccc1 was read as M1 ag parental 1.1, M1 ag -5, OXTR potentiator -12, CHRM4 antagonist 4, CHRM1 antagonist -1, CHRM4 agonist 0, CHO-K1 Ca antag -7, M1 PAM 4 and CHO parental Ca -17.
Cc1ccc(NC(=O)c2nc[nH]c2C(=O)N(C)Cc2ccccc2)cc1 was read as M1 ag parental 1.1, M1 ag -6, OXTR potentiator -3, CHRM4 antagonist -9, CHRM1 antagonist 4, CHRM4 agonist 6, CHO-K1 Ca antag -7, M1 PAM -4 and CHO parental Ca -27.
`Cc1ccc2nc(Cc3ccc(N)cc3)oc2c1` gave M1 ag parental 1.5, M1 ag -1, OXTR potentiator -3, CHRM4 antagonist -1, CHRM1 antagonist -5, CHRM4 agonist 1, CHO-K1 Ca antag -11, M1 PAM 5 and CHO parental Ca -18.
For CCOC(=O)CSc1nnc(Cc2cc(=O)[nH]c(=O)[nH]2)n1-c1cccc(OC)c1 the results were M1 ag parental 0.2, M1 ag -4, OXTR potentiator 0, CHRM4 antagonist -3, CHRM1 antagonist -7, CHRM4 agonist 1, CHO-K1 Ca antag 1, M1 PAM 4 and CHO parental Ca -3.
Screening COCCCNC(=O)c1cc2cc(Br)ccc2oc1=O returned M1 ag parental 0.7, M1 ag -4, OXTR potentiator -21, CHRM4 antagonist 0, CHRM1 antagonist 1, CHRM4 agonist 1, CHO-K1 Ca antag -9, M1 PAM 2 and CHO parental Ca 23.
Screening CCOC(=O)Cn1nc(C)n(-c2ccccc2)c1=O returned M1 ag parental 0.0, M1 ag -4, OXTR potentiator -6, CHRM4 antagonist 5, CHRM1 antagonist -2, CHRM4 agonist 0, CHO-K1 Ca antag 11, M1 PAM 0 and CHO parental Ca -3.
`Cc1cc(OCC(=O)OCC(=O)N2c3ccccc3NC(=O)C2(C)C)ccc1Cl` gave M1 ag parental 12, M1 ag 2, OXTR potentiator -12, CHRM4 antagonist -1, CHRM1 antagonist 8, CHRM4 agonist 20, CHO-K1 Ca antag 1, M1 PAM -10 and CHO parental Ca 0.
For O=C(NCCO)c1ccc(-c2ccc3nncn3c2)cc1 the results were M1 ag parental 0.5, M1 ag 0, CHRM4 antagonist 4, CHRM1 antagonist -25, CHRM4 agonist 0, CHO-K1 Ca antag -3 and M1 PAM 16.
CC(=O)N1CCN(c2ccc(NCc3ccc(Br)o3)cc2)CC1 was read as M1 ag parental 1.1, M1 ag -9, OXTR potentiator -5, CHRM4 antagonist -3, CHRM1 antagonist -3, CHRM4 agonist 3, CHO-K1 Ca antag -17, M1 PAM 0 and CHO parental Ca -19.
Screening CC(=O)c1ccc(NC2c3ncccc3C(=O)N2Cc2ccc(F)cc2)cc1 (stereo unspecified) returned M1 ag parental 2.0, M1 ag -2, OXTR potentiator -1, CHRM4 antagonist -13, CHRM1 antagonist -13, CHRM4 agonist 3, CHO-K1 Ca antag -19, M1 PAM 6 and CHO parental Ca -16.
`COc1ccc(CCN2CC(O)=C(c3nc4ccccc4c(=O)[nH]3)C2=N)cc1OC` gave M1 ag parental 0.1, M1 ag -1, OXTR potentiator 0, CHRM4 antagonist 4, CHRM1 antagonist -5, CHRM4 agonist 1, CHO-K1 Ca antag 30*, M1 PAM 7 and CHO parental Ca -4.
`O=C(N=Nc1c(O)[nH]c2ccccc12)c1ccco1` gave M1 ag parental 1.1, M1 ag -6, OXTR potentiator -14, CHRM4 antagonist 1, CHRM1 antagonist -12, CHRM4 agonist 2, CHO-K1 Ca antag 5, M1 PAM 8 and CHO parental Ca -1.
`Cc1ccc(C2=N/C(=C\N3CCCCC3)C(=O)O2)cc1` gave M1 ag parental -0.1, M1 ag -6, OXTR potentiator -7, CHRM4 antagonist 5, CHRM1 antagonist -3, CHRM4 agonist -3, CHO-K1 Ca antag -18, M1 PAM 12 and CHO parental Ca -12.
Screening COc1ccc(OC)c(NC(=O)c2cnc3n(c2=O)CCS3)c1 returned M1 ag parental 0.0, M1 ag -3, OXTR potentiator -2, CHRM4 antagonist -8, CHRM1 antagonist -4, CHRM4 agonist 1, CHO-K1 Ca antag 26*, M1 PAM 3 and CHO parental Ca -11.
`CC(C)(C)SCCNC(=O)CN1C(=O)c2cccc3cccc1c23` gave M1 ag parental 1.1, M1 ag -3, OXTR potentiator 1, CHRM4 antagonist 6, CHRM1 antagonist -1, CHRM4 agonist 1, CHO-K1 Ca antag -8, M1 PAM -3 and CHO parental Ca -5.
`OC[C@H]1O[C@H](OCCc2ccc(O)cc2)[C@H](O)[C@@H](O)[C@@H]1O` gave M1 ag parental 0.1, M1 ag -2, OXTR potentiator 1, CHRM4 antagonist -16, CHRM1 antagonist -4, CHRM4 agonist 2, CHO-K1 Ca antag -9, M1 PAM 5 and CHO parental Ca -13.
Screening COC(=O)Cn1c(=NC(=O)c2cccc(OC)c2)sc2cc(OC)ccc21 returned M1 ag parental 1.1, M1 ag -6, OXTR potentiator -2, CHRM4 antagonist -2, CHRM1 antagonist 4, CHRM4 agonist 4, CHO-K1 Ca antag -7, M1 PAM -3 and CHO parental Ca 1.
`Cn1c(=N)c(S(=O)(=O)c2ccc(F)cc2)cc2c(=O)n3ccccc3nc21` gave M1 ag parental 0.0, M1 ag -3, OXTR potentiator -12, CHRM4 antagonist 6, CHRM1 antagonist -10, CHRM4 agonist 1, CHO-K1 Ca antag -6, M1 PAM 5 and CHO parental Ca -2.
`Cc1ccc(NC(=O)C2=CC(c3ccc(C)cc3)=NS(=O)(=O)N2C)cc1` gave M1 ag parental 12, M1 ag 4, OXTR potentiator -9, CHRM4 antagonist 17, CHRM1 antagonist 36*, CHRM4 agonist 23, CHO-K1 Ca antag 16, M1 PAM -23 and CHO parental Ca 9.
For O=C(CN1CCCC1)N1CCN(c2ccccc2)CC1 the results were M1 ag parental 0.2, M1 ag -6, OXTR potentiator -2, CHRM4 antagonist -1, CHRM1 antagonist -9, CHRM4 agonist 1, CHO-K1 Ca antag -11, M1 PAM 9 and CHO parental Ca -17.
Screening NC(=O)c1ncc(C(F)(F)F)cc1Oc1ccc(C(F)(F)F)cc1 returned M1 ag parental 0.8, M1 ag -3, OXTR potentiator -9, CHRM4 antagonist 6, CHRM1 antagonist -8, CHRM4 agonist 1, CHO-K1 Ca antag -12, M1 PAM 8 and CHO parental Ca 5.
For O=C1CC2(CCN(C(=O)c3cccc([N+](=O)[O-])c3)CC2)Oc2ccccc21 the results were M1 ag parental 1.1, M1 ag -2, OXTR potentiator 0, CHRM4 antagonist -6, CHRM1 antagonist -4, CHRM4 agonist 3, CHO-K1 Ca antag 0, M1 PAM 0 and CHO parental Ca -8.
For C/C(=C\c1ccccc1)C(=O)NCCN1CCOCC1 the results were M1 ag parental 1.6, M1 ag -9, OXTR potentiator -8, CHRM4 antagonist 3, CHRM1 antagonist -5, CHRM4 agonist 0, CHO-K1 Ca antag -15, M1 PAM 12 and CHO parental Ca -7.
`Cn1c(SCC(=O)N/N=C/c2ccncc2)nc2ccccc21` gave M1 ag parental 1.1, M1 ag -4, OXTR potentiator -8, CHRM4 antagonist 3, CHRM1 antagonist 4, CHRM4 agonist 2, CHO-K1 Ca antag -6, M1 PAM 4 and CHO parental Ca -9.
`CC(=O)NC(C)c1ccc(Cl)c(Cl)c1` (stereo unspecified) gave M1 ag parental 0.3, M1 ag -3, OXTR potentiator 3, CHRM4 antagonist -6, CHRM1 antagonist -24, CHRM4 agonist 0, CHO-K1 Ca antag -24, M1 PAM 5 and CHO parental Ca 4.
Screening COc1ccc(C(=O)CCN2CCc3cc(OC)c(OC)cc3C2)cc1 returned M1 ag parental 1.2, M1 ag -8, OXTR potentiator -2, CHRM4 antagonist -6, CHRM1 antagonist -11, CHRM4 agonist 2, CHO-K1 Ca antag -17, M1 PAM 7 and CHO parental Ca -15.
`Cc1ccc(NC(=O)Nc2nnc([C@H]3C[C@H](O)[C@@H](CO)O3)s2)cc1` gave M1 ag parental 0.4, M1 ag -2, CHRM4 antagonist 8, CHRM1 antagonist -9, CHRM4 agonist 1, CHO-K1 Ca antag -19 and M1 PAM 5.
COc1cc2c(cc1NC(=O)/C=C/c1cc(OC)c(OC)c(OC)c1)oc1ccccc12 was read as M1 ag parental 1.1, M1 ag -6, OXTR potentiator -7, CHRM4 antagonist 4, CHRM1 antagonist 11, CHRM4 agonist 5, CHO-K1 Ca antag 3, M1 PAM -1 and CHO parental Ca -2.
Screening O=C1COCCOCCOCC(=O)NCCN1 returned M1 ag parental -0.5, M1 ag -5, OXTR potentiator -1, CHRM4 antagonist 4, CHRM1 antagonist 6, CHRM4 agonist 1, CHO-K1 Ca antag 11, M1 PAM 2 and CHO parental Ca -15.
`CC1(C(=O)NCc2ccco2)Cc2c(-c3ccc4c(c3)OCO4)ccnc2O1` (stereo unspecified) gave M1 ag parental 0.1, M1 ag -7, CHRM4 antagonist -7, CHRM1 antagonist -10, CHRM4 agonist 1, CHO-K1 Ca antag -2 and M1 PAM 8.
CC(=O)Nc1ccc(NC(=O)COC(=O)[C@@H](NC(=O)c2ccc(F)cc2)C(C)C)cc1 was read as M1 ag parental 1.0, M1 ag -10, OXTR potentiator 3, CHRM4 antagonist -7, CHRM1 antagonist 4, CHRM4 agonist 3, CHO-K1 Ca antag -5, M1 PAM -6 and CHO parental Ca -14.
For CC(C)CCNC(=O)CCSCCC(=O)NCCC(C)C the results were M1 ag parental 0.4, M1 ag -6, OXTR potentiator -2, CHRM4 antagonist -4, CHRM1 antagonist -9, CHRM4 agonist 0, CHO-K1 Ca antag 4, M1 PAM 9 and CHO parental Ca -18.
Screening COCCCNC(=O)COc1cc2c(c3oc(=O)c(C)c(C)c13)CCC(C)(C)O2 returned M1 ag parental 13, M1 ag -6, OXTR potentiator -7, CHRM4 antagonist 5, CHRM1 antagonist -9, CHRM4 agonist 1, CHO-K1 Ca antag -1, M1 PAM 0 and CHO parental Ca -14.
